# From PubChem BioAssay
# USP1-UAF1 inh = inhibitors of human USP1/UAF1 deubiquitinase; Potency, µM (titrated, usually from 57.1 µM), for the others: top-dose activity change, negative = inhibition, hits mostly inhibitors; 0.23% of 390,000 active; O94782; recombinant USP1/UAF1, Ub-Rhodamine cleavage fluorescence; note: % is set by controls: 0 for no effect and ±100 for the full control effect; nearly all actives have a fitted effect of over 60% in size; inactives centre near -12
#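 USP1/UAF1 complex at 1 nM was preincubated with compound for 15 min at room temperature, then Ub-Rho substrate (150nM final) was added. Fluorescence (480/540 nm) was read kinetically, 6 reads every 60 seconds.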
# Vif-A3G inh = inhibitors of Vif-APOBEC3G interaction; Q9HC16; HeLa A3G-eYFP + Vif (tagged APOBEC3G with the HIV-1 protein that degrades it), YFP fluorescence, overnight; Potency, µM (doses to about 46.1 µM), inactives show at the highest dose activity, negative = active, actives largely listed as inhibitors; 0.076% of 410,000 active; AID 602310;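 note: % is set by controls: 0 for no effect and ±100 for the full control effect; nearly all actives have a fitted effect of over 60% in size; hits raise eYFP signal because A3G escapes Vif-driven loss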
# Target sequence (Q9HC16 whole entry, looked up): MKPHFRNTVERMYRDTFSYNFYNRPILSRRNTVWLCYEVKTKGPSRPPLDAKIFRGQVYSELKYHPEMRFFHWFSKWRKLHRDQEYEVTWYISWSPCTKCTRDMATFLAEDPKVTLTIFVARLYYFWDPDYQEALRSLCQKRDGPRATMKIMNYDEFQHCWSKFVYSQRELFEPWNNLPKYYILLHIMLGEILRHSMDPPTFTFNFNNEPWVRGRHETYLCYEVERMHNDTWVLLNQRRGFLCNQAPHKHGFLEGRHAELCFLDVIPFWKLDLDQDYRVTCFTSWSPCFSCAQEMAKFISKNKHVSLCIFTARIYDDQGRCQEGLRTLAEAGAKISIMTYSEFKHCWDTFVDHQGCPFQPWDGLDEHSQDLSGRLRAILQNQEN
#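 HeLa cells stably expressing Vif and C-terminally eYFP-tagged A3G, seeded overnight at 37 deg C, then exposed to compound by pintool overnight at 37 deg C. Rise in yellow fluorescence (Ex 488/Em 500-530, Acumen) marks blocked Vif-driven A3G degradation.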
# Vif-APOBEC3F blk = Vif-A3F binding inhibition. HeLa A3F-eYFP + Vif (tagged APOBEC3F with the HIV-1 protein that degrades it), YFP fluorescence increase. Potency, µM (series often up to 46.1 µM), without a hit: at the top dose activity, negative = active. 0.2% of 390,000 active; note: % of control where 0% means no effect; nearly all actives have a fitted effect of over 65% in size
#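 HeLa cells stably expressing A3F-eYFP plus Vif, plated and incubated overnight at 37 deg C, then exposed to compounds overnight at 37 deg C. Blocked degradation read as raised yellow fluorescence (Ex 488/Em 500-530).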
# RGS4 inhibitor = human RGS4 inhibition | P49798 | Transcreener GDP fluorescence polarization, RGS4-accelerated GTP hydrolysis | Potency, µM (series often up to 114 µM), inactives show at the highest dose activity change, negative = inhibition, usual class: inhibitors | 0.039% of 390,000 active | AID 504845; note: % is set by controls: 0 for no effect and ±100 for the full control effect; nearly all actives have a fitted effect of over 75% in size; some results filed as inactive show a strong effect at the top dose
# Target sequence (P49798 whole entry, looked up): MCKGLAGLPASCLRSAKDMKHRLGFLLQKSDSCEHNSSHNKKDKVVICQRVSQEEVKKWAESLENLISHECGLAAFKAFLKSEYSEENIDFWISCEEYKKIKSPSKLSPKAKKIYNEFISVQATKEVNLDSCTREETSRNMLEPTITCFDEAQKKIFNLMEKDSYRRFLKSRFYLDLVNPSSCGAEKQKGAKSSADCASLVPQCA
#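 MLSMR compounds (23 nl, pin-transferred) preincubated 10 min at room temperature with a 500nM (2x) first reagent, then RGS4 at 900nM (2x) plus Transcreener GDP mix added; fluorescence polarization (620/688 nm) read before and after 90 min at 30 °C.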
# RXFP1 agonist = RXFP1 (human) receptor agonism; 0.3% of 370,000 active; Potency, µM (doses to about 57.5 µM), for inactives: at the top dose activation, actives largely listed as activators; HEK293T-RXFP1 cAMP TR-FRET, 30 min; response scale: percent of porcine relaxin response, buffer zero; note: % is set by controls: 0 for no effect and ±100 for the full control effect; nearly all actives have a fitted effect of over 60% in size; many of its hits are not listed in these tables
#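 HEK293T cells stably expressing RXFP1 were pretreated with the PDE4 inhibitor Ro 20174, exposed to compounds for 30 min at 37C, lysed, and cAMP was read by TR-FRET. Data normalized to buffer (basal) and 29 nM porcine relaxin (100%).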
# rTrxR1 inhibitor = blocks rat thioredoxin reductase 1; recombinant rTrxR1, NADPH fluorescence consumption, selenite substrate; AID 588453; O89049; Potency, µM (doses to about 114 µM), inactives show top-dose activity change, negative = inhibition, usual class: inhibitors; 1% of 390,000 active; note: % is set by controls: 0 for no effect and ±100 for the full control effect; nearly all actives have a fitted effect of over 65% in size
#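 Rat TrxR1 (90 nM in the dispensed reagent) was pre-reduced with 400 uM NADPH for 5 min at room temperature, then incubated with compound for 15 min. After 400 uM selenite was added, NADPH fluorescence (Ex 340/Em 450 nm) was followed for 8 min.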
# IDH1 R132H inh = inhibitors of human mutant IDH1 R132H. IDH1-R132H enzyme, NADPH consumption, diaphorase/resazurin fluorescence. Potency, µM (highest dose often 76.6 µM), inactives show at the top dose activity change, negative = inhibition, actives largely listed as inhibitors. 0.093% of 390,000 active. O75874; note: % is set by controls: 0 for no effect and ±100 for the full control effect; nearly all actives have a fitted effect of over 65% in size
# Target sequence (O75874 whole entry R132H, stated change not applied): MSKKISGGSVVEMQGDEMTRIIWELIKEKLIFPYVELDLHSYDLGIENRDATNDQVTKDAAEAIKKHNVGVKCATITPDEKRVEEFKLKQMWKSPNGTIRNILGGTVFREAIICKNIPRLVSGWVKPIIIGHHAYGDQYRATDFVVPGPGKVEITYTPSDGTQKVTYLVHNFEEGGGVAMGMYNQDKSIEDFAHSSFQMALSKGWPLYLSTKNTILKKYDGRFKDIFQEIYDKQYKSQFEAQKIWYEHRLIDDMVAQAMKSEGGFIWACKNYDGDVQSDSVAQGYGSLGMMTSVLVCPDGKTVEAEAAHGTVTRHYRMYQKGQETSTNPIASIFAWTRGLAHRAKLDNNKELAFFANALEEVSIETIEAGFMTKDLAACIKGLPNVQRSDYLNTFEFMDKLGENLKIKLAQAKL
#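 IDH1-R132H (0.5 ug/mL) preincubated 30 min with compound, then NADPH (0.016 mM) and alpha-KG (2 mM) added; 80 min at RT, pH 7.5. Remaining NADPH coupled via diaphorase/resazurin to fluorescence (540/590 nm); concentration-response curves normalized to no-enzyme control.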
# TrxR1 substrate = substrates of rat thioredoxin reductase 1; purified TrxR1 substrate turnover, NADPH consumption readout; Potency, µM (titrated, usually from 114 µM), inactives show top-dose activity change, negative = substrate turnover; 0.01% of 390,000 active; note: % is set by controls: 0 for no effect and ±100 for the full control effect; nearly all actives have a fitted effect of over 50% in size
#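 Rat TrxR1, dispensed at 90 nM, was prereduced with 400 uM NADPH (final) for 5 min at ~22 deg C, then incubated with compound 15 min before 400 uM selenite. A first-read NADPH fluorescence drop versus no-compound background flagged substrates.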
# ALOX12 inh = ALOX12 (human) lipoxygenase inhibition | Potency, µM (top dose mostly 108 µM), inactives show at the highest dose activity change, negative = inhibition, actives largely listed as inhibitors | P18054 | 1.1% of 580,000 active | purified 12hLO, xylenol orange hydroperoxide absorbance; note: % is set by controls: 0 for no effect and ±100 for the full control effect
#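 Purified human 12hLO (150 nM final) in 25 mM Hepes, 0.01% Triton X-100, pH 7.0 was preincubated 15 min at room temperature with compound. Then 40 uM arachidonic acid was added, 30 min. Hydroperoxide was read by Fe-XO absorbance ratio 573/405 nm.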
# Active calls of the source: *; ? = inconclusive; . = no result given; & = joins results of further samples; [ ] = remark or other dose. Calls come from the whole dose curve; as a rule, active = well fitted curve in the direction sought with a large enough effect; inconclusive = small, poorly fitted or top-dose-only effect, or another doubt; inactive = no such curve, though single readings can be large; an effect the other way counts as inactive or inconclusive. Potency is the fitted concentration of half-maximal effect. Not all compounds are listed; rates above refer to the full screens.
SMILES,USP1-UAF1 inh,Vif-A3G inh,Vif-APOBEC3F blk,RGS4 inhibitor,RXFP1 agonist,rTrxR1 inhibitor,IDH1 R132H inh,TrxR1 substrate,ALOX12 inh
CN(c1ccc(C(=O)NCc2cccnc2)cc1)S(=O)(=O)c1ccc(Cl)cc1,-16.8%,-1.8%,1.9%,1.4%,0.8%,-2.5%,6.6%,-7.0%,?
Cc1cccc(N(C)C(=O)c2cnn(-c3ccccc3)c2C)c1,1.8%,0.1%,-3.6%,20.0%,0.5%,39.2%[activator],0.7%,3.6%,21.3%
CCCCN1C(=O)C(CC(=O)NCCCCc2ccccc2)CC(C(=O)N(C)C)=C1C (stereo not given),5.6%,1.1%,-0.7%,.,.,.,-2.2%,.,-3.1%
Cn1cc(Cl)c(C(=O)N(Cc2ccccc2)c2ccccn2)n1,-24.3%,-1.3%,0.3%,-19.9%,0.1%,9.8%,10.9%,-0.4%,0.5%[57.4 µM]
CC1CCC(NC(=O)COC(=O)CNC(=O)c2ccc3ccccc3c2)CC1 (stereo not given),-11.7%,2.9%,10.0%,-7.3%,-0.6%,10.1%,-8.8%,-5.5%,-19.6%
Cc1ccsc1C(=O)NCC(C)(C)N1CCOCC1,-3.9%,7.4%,1.9%,22.0%,1.0%,?,11.2%,3.0%,-9.2%
Cc1cc2c(cc1S(=O)(=O)Nc1cccc(Cl)c1C)OCCN2C,-24.0%,8.2%,1.2%,2.9%,0.3%,27.3%,-10.4%,7.4%,-9.8%
O=C(Nc1sc2c(c1C(=O)O)CCCC2)c1cccs1,-21.3%,-4.2%,-8.9%,-12.5%,0.0%,0.5%,22.4%,3.8%,-56.2%&-23.9%
CCOc1ccccc1-c1nc(SCC(=O)O)n[nH]1,-6.5%,-0.6%,2.8%,-3.7%,0.5%,11.5%[57.1 µM],5.8%,-8.0%,?
CC(C)COc1ccc(C(=O)N/C(=C/c2cccc([N+](=O)[O-])c2)C(=O)O)cc1,2.2%,10µM*,-9.4%,15.8%,-1.2%,11.3%,2.8%,3.6%,27.9%
C=CCn1c(=O)/c(=C/c2ccc(C)o2)s/c1=C(/C#N)C(=O)c1ccccc1,?,2.4%,-4.9%,?,0.5%,-9.9%[57.1 µM],11.2%,-0.7%[57.1 µM],11.2µM*
CC1Cc2cc(/C(O)=C3/C(=O)C(=O)N(CCN4CCOCC4)C3c3ccc(N(C)C)cc3)ccc2O1 (stereo not given),-11.3%,-9.6%,9.4%,15.3%,2.5%,-12.7%,1.6%,-13.6%,?
Clc1cccc(-c2ccc3ncnc(NCc4cccs4)c3c2)c1,.,-2.8%,1.3%,-6.7%,2.7%,10.0%,.,10.9%,?
Cc1ccccc1NC(=O)NCC1CCN(Cc2cccc(Cl)c2)CC1,-2.5%,-6.8%,-1.5%,13.0%,-1.1%,9.2%,-6.0%,3.2%,-2.5%
Cc1ccc(NC(=O)c2ccc3nccnc3c2)c(C)c1,-11.5%,-2.1%,11.0%,3.1%,4.2%,5.6%,-0.9%,1.4%,-1.4%
COc1cccc(C2C(C(=O)Nc3ccccc3)=C(C)Nc3nc(-c4ccccc4)nn32)c1OC (stereo not given),-14.8%,11.8%,1.6%,9.2%,-1.9%,-7.1%,-5.7%,-12.0%,-10.8%
COC(=O)c1cc(NCc2c(F)cccc2Cl)ccc1N1CCOCC1,-8.1%,-8.4%,-2.6%,-11.9%,-1.2%,21.5%,18.5%,10.0%,16.4%
CCOC(=O)c1ccc(OC(=O)CCCCCN=C(N)N)cc1,-24.1%,-1.5%,0.3%,-12.2%,.,19.0%,4.6%,-0.5%,1.4%
CC(NC(=O)C1CCCCC1)C(=O)NC1=NCCS1 (stereo not given),-13.4%,0.4%,-8.1%,2.1%,1.2%,15.7%,4.7%,3.7%,0.0%
O=C(N/N=C/c1ccccn1)c1cc(-c2cccc3ccccc23)n[nH]1,-15.5%,-20.8%,1.5%,16.5%[11.4 µM],0.3%,16.3%,7.7%,0.1%,-4.9%
CCOc1ccc(NC(=S)N(Cc2ccc(Cl)cc2)Cc2ccco2)cc1,-16.4%,0.0%,5.2%,-13.3%,-0.1%,19.1%,3.2%,3.8%,-23.6%
CCCCc1c(O)c2ccccc2[nH]c1=O,-10.5%,2.3%,4.6%,-40.4%,-1.4%,-9.4%,6.1%,52.2%[activator],11.7%
COc1ccc(NS(=O)(=O)c2ccc(NS(=O)(=O)c3ccc4c(c3)OCCO4)cc2)cc1,-15.6%,-3.7%,6.3%,1.8%,-1.5%,2.9%,-9.0%,-0.1%,?
O=S(=O)(/N=C(/Nc1ccccn1)c1ccccc1)c1ccccc1,-2.9%,1.2%,2.6%,-8.9%,1.2%,6.1%,-11.1%,7.1%,0.9%[57.4 µM]
NS(=O)(=O)c1ccc(NC(=O)c2ccccc2Cl)cc1,4.0%,1.8%,-4.7%,42.0%,-0.2%,31.2%[57.1 µM],6.0%,4.2%[57.1 µM],0.0%
Cc1ccc(C)c(N2CCN(C(=O)C3CCN(c4nc(C)cc(C)n4)CC3)CC2)c1,-3.6%,1.3%,1.8%,-1.5%,-0.1%,-10.3%,3.3%,5.3%,-11.8%
Cc1ccc2nc(-c3cccc(N)c3)oc2c1,-4.3%,-0.3%,-5.0%,0.8%,0.7%,21.9%,7.3%,120.5%[activator],-1.5%
COc1ccc(Cn2c(SC)nc3ccccc32)cc1[N+](=O)[O-],-18.2%,0.7%,0.4%,5.5%,-4.5%,6.4%[57.1 µM],-2.1%,6.2%[57.1 µM],-18.9%
OCCNCc1cc(Br)ccc1OCc1ccccc1,-6.1%,3.0%,3.8%,7.1%,-0.7%,-12.9%,12.2%,-6.9%,-9.9%
Cc1ccc2cc(C)c(NCCO)nc2c1,-5.9%,1.2%,3.1%,14.8%,1.7%,4.6%[57.1 µM],1.8%,5.4%[57.1 µM],0.9%
COc1ccc(S(=O)(=O)N2CCC(C(=O)Oc3c(OC)cccc3OC)CC2)cc1OC,-2.1%,1.8%,-24.6%,6.6%,0.3%,-2.7%,3.7%,-10.2%,3.6%
CCOc1ccc(CC(=O)Nc2ccc(-c3ccc4nnc(C)n4n3)cc2)cc1,-19.2%,-1.8%,9.5%,?,7.2%,8.8%,11.8%,22.7%,1.0%
O=C(CCc1nc2ccccc2c(=O)[nH]1)OCc1cccc(C(F)(F)F)c1,-16.9%,0.2%,1.6%,14.0%,-0.8%,10.0%,4.5%,3.5%,12.4%
FC(F)(F)c1ccccc1-n1c(-c2ccco2)n[nH]c1=S,-21.4%,-7.5%,-3.1%,-19.0%[56.9 µM],3.1%,-34.2%,0.0%,-5.9%,?
COc1ccc(Br)cc1CNC(=O)CN1C(=O)C(c2ccccc2)Oc2cccnc21 (stereo not given),-20.9%,-4.1%,?,-2.3%[56.9 µM],1.5%,-1.7%,1.4%,-4.6%,-10.7%
CCCCCCCN(c1ccccc1)[C@@H]1C[C@H]2CCCC(=O)N3CC[C@@H](C1)[C@@H]23,?,6.7%,3.6%,-17.8%,.,-8.2%,-29.6%,-7.2%,-15.7%
CC(=O)c1cc2c(O)c(O)ccc2o1,-1.3%,-4.5%,-1.6%,-42.4%,-1.3%,-27.0%,5.9%,-20.2%,?
O=C(/C=C/c1cccc(Cl)c1)NCc1cccs1,-9.2%,-5.8%,-3.4%,-1.5%,2.9%,-4.7%,5.1%,-6.9%,-14.0%
FC(F)(F)c1ccc(-c2noc(-c3ccccc3Br)n2)cc1,-17.3%,-3.7%,0.5%,7.5%,3.1%,12.0%[57.1 µM],2.4%,1.4%[57.1 µM],-10.7%

# An excerpt from above in order of heavy-atom count, smallest number first.
SMILES,USP1-UAF1 inh,Vif-A3G inh,Vif-APOBEC3F blk,RGS4 inhibitor,RXFP1 agonist,rTrxR1 inhibitor,IDH1 R132H inh,TrxR1 substrate,ALOX12 inh
O=C(/C=C/c1cccc(Cl)c1)NCc1cccs1,-9.2%,-5.8%,-3.4%,-1.5%,2.9%,-4.7%,5.1%,-6.9%,-14.0%
NS(=O)(=O)c1ccc(NC(=O)c2ccccc2Cl)cc1,4.0%,1.8%,-4.7%,42.0%,-0.2%,31.2%[57.1 µM],6.0%,4.2%[57.1 µM],0.0%
COc1ccc(S(=O)(=O)N2CCC(C(=O)Oc3c(OC)cccc3OC)CC2)cc1OC,-2.1%,1.8%,-24.6%,6.6%,0.3%,-2.7%,3.7%,-10.2%,3.6%

# Single records (already shown):
# O=C(/C=C/c1cccc(Cl)c1)NCc1cccs1 in the list: USP1-UAF1 inh = -9.2%; Vif-A3G inh = -5.8%; Vif-APOBEC3F blk = -3.4%; RGS4 inhibitor = -1.5%; RXFP1 agonist = 2.9%; rTrxR1 inhibitor = -4.7%; IDH1 R132H inh = 5.1%; TrxR1 substrate = -6.9%; ALOX12 inh = -14.0%
# FC(F)(F)c1ccccc1-n1c(-c2ccco2)n[nH]c1=S in the list: USP1-UAF1 inh = -21.4%; Vif-A3G inh = -7.5%; Vif-APOBEC3F blk = -3.1%; RGS4 inhibitor = -19.0%[56.9 µM]; RXFP1 agonist = 3.1%; rTrxR1 inhibitor = -34.2%; IDH1 R132H inh = 0.0%; TrxR1 substrate = -5.9%; ALOX12 inh = ?
